Source: PubChem (Sanford-Burnham Center for Chemical Genomics)
tim23-1 inh – tim23-1 yeast growth inhibition; S. cerevisiae tim23-1 growth, BacTiter-Glo luminescence, 24 h; inhibition, % at 20 µM; 1.3% of 330,000 active; AID 463212;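 active means growth inhibition of the mutant yeast at or above 50%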;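 further: temperature-sensitive mutant grown at 25 °C; plate controls were DMSO-treated mutant yeast for no effect and medium wells lacking yeast for full effect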
TIM10 inh – growth inhibitors of TIM10 yeast strain; S. cerevisiae TIM10 strain growth, BacTiter-Glo luminescence, 24 h; inhibition, % at 10 µM; 1.4% of 330,000 active; AID 463195;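 active means inhibition of 40% or more at the single tested concentration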;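 further: wild-type TIM10 isogenic control strain grown at permissive 25 °C; 0% = DMSO yeast wells and 100% = minimal medium wells without yeast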
tim10-1 inh – tim10-1 yeast growth inhibition; 2.2% of 330,000 active; S. cerevisiae tim10-1 ts strain growth, BacTiter-Glo, 24 h; inhibition, % at 20 µM; AID 463190;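 active means inhibition of at least 40%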;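 further: mutant grown at 25 °C; 0% = DMSO wells with yeast and 100% = wells holding no yeast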
UPR XBP1 act – activators of adaptive arm of unfolded protein response (XBP1); CHO-XBP1 luciferase reporter, IRE1-XBP1 UPR activation, luminescence; percent of tunicamycin response, DMSO as zero; 0.33% of 330,000 active; activation, % at 20 µM;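 active means versus positive control, 20 µM dose yields 30% or more activation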;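 further: 100% = tunicamycin at 10 µg/mL and 0% = DMSO only wells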
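Material – CHO cell line with stable XBP1 luciferase reporter · Buffer or medium – F12 plus 10% FBS · Compound – single point, 20 µM final compound, 1% DMSO · Schedule – 16-18 h cell attachment at 37 °C, then 6 h compound exposure · Signal – Steady-Glo luminescence read · Benchmarks – high control tunicamycin 10 µg/mL final, low control DMSO vehicle only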
UPR CHOP act – activators of apoptotic arm of unfolded protein response (CHOP) | CHO-CHOP luciferase reporter, UPR activation, luminescence; percent of tunicamycin response over DMSO baseline | activation, % at 10 µM | 0.34% of 330,000 active;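 active means at 10 µM dose, activation of 40% or more, normalized to positive control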;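 further: 100% = tunicamycin at 10 µg/mL and 0% = DMSO alone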
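System: CHO CHOP reporter cells. Amount: 500 cells per well. Buffer or medium: F12 medium, 10% FBS. Compound dosing: one dose, 10 µM in 0.5% DMSO. Incubation: 6 h compound exposure at 37 °C after overnight seeding. Technique: Steady-Glo luciferase luminescence. Benchmarks: tunicamycin and DMSO controls.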
NR3A LBD binder – modulators (binders) of human NR3A ligand-binding domain; NR3A LBD differential scanning fluorimetry, Tm shift; 0% = protein alone, 100% = glycine-bound protein; Tm shift relative to glycine control, % at 25 µM; 2.5% of 340,000 active; AID 1259313;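 active means melting temperature shift of at least 10% of the positive control shift, at one fixed dose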
APJ ag – APJ receptor agonism; P35414; CHO-K1 APJ PathHunter beta-arrestin, luminescence; 0% DMSO wells, 100% apelin; activation, % at 20 µM; 0.11% of 330,000 active; AID 2520;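 active means activation more than six SD over the plate average, tested at 20 µM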;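 further: 0% = DMSO alone and 100% = apelin-13 at 10 nM; some results filed as inactive read as strong as hits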
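Assay system: CHO-K1 APJ beta-arrestin complementation cell line / Compound: single test compound dose, 20 µM final, 1% DMSO / Times: overnight seeding, 90 min compound at 25 °C, 1 h detection / Technique: beta-gal luminescence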
Mdm2 MdmX PPI – disrupts the human Mdm2-MdmX interaction; O15151+Q00987; SaOS-2 split-luciferase Mdm2/MdmX complementation, luminescence; inhibition, % at 8 µM; 3% of 330,000 active; AID 485346;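 active means inhibition of at least 50% at 8 µM in the primary screen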
Target sequence (O15151 whole entry, looked up): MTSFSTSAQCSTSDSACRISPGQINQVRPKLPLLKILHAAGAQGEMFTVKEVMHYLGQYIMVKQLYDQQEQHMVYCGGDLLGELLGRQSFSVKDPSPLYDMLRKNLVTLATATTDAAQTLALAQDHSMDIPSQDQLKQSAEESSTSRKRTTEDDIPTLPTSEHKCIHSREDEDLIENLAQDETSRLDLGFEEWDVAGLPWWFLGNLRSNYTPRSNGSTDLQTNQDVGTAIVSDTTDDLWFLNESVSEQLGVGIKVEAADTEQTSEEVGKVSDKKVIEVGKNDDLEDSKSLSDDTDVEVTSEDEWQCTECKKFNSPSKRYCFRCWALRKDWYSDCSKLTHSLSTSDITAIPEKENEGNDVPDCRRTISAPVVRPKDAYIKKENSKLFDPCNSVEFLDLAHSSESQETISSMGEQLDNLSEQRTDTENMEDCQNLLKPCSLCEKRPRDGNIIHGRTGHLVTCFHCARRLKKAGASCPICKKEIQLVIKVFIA
Target sequence (Q00987 whole entry, looked up): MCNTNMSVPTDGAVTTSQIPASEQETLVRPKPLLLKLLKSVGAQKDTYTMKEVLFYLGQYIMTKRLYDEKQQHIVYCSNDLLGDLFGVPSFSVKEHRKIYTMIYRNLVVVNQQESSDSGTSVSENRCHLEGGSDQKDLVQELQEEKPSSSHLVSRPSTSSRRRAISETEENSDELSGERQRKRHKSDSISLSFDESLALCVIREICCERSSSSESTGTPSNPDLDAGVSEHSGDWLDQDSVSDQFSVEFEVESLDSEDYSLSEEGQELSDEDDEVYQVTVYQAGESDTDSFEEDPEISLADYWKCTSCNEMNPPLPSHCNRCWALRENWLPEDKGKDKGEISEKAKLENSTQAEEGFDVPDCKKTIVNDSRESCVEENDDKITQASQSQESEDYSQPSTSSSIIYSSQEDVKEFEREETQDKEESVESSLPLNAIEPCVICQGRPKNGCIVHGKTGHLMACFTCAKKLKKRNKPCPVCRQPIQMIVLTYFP
NALP3 yeast inh – blocks the NALP3 inflammasome reconstituted in yeast; AID 2825; Yeast reconstituted NLRP3/ASC/caspase-1, beta-gal luminescence, 24 h; inhibition, % at 10 µM; 0.39% of 330,000 active;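 active means inhibition of 50% or more; inactive means inhibition below 50%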;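 further: plate controls were induced DMSO wells for no effect and uninduced yeast grown without galactose for full effect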
An asterisk follows results filed as active; . = no result given.

Field names – A = tim23-1 inh; B = TIM10 inh; C = tim10-1 inh; D = UPR XBP1 act; E = UPR CHOP act; F = NR3A LBD binder; G = APJ ag; H = Mdm2 MdmX PPI; I = NALP3 yeast inh
(1) COc1cccc(CNc2ccc3c(c2)ncn3C(C)C)c1OC
  A: 4	B: -13	C: 7	D: 5	E: 6.1	F: -1	G: -2	H: -88	I: 19

(2) COc1ccccc1CCNC(=O)c1nc(-c2cccs2)no1
  A: 23	B: 12	C: 30	D: -2	E: 0.9	F: 1	G: -3	H: -22	I: 34

(3) Clc1ccc(-n2ncc3c(NCc4ccccn4)ncnc32)cc1
  A: 24	B: 22	C: 34	D: 3	E: 3.4	F: -5	G: 1	H: -55	I: 34

(4) COc1ccc(C(C)=O)cc1CSc1nc2ccccc2c(=O)n1-c1ccccc1C
  A: 33	B: 16	C: 24	D: 8	E: 1.1	F: -1	G: 4	H: 29	I: 7

(5) Cc1cc(Cl)ccc1OCCCC(=O)NNC(=O)c1ccncc1
  A: 7	B: -2	C: 2	D: -1	E: -1.6	F: 1	G: -4	H: 0	I: 22

(6) Nc1ccc(O)c(-c2nc3ccccc3s2)c1
  A: 10	B: -18	C: 11	D: 2	E: 2.3	F: -3	G: 0	H: -53	I: 9

(7) C/C(=N\O)C1/C(=N/O)CC2C1C2(C)C (centres undefined)
  A: 10	B: 0	C: 5	D: -2	E: -1.5	F: 2	G: 6	H: -23	I: 8

(8) COc1ccc(C)cc1N(C(=O)COc1cccc(F)c1)c1nc2ccccc2s1
  A: 26	B: 22	C: 26	D: 1	E: 4.7	F: 0	G: -1	H: 8	I: 9

(9) CC(=O)c1ccc(S(=O)(=O)NCc2ccc(C(=O)NCC(c3ccccc3)N(C)C)cc2)cc1 (centres undefined)
  A: 10	B: -20	C: 6	D: 2	E: 1.1	F: -2	G: -2	H: 9	I: 2

(10) CCCc1ccc(OCc2ccc(C(=O)O)o2)c(OC)c1
  A: 0	B: 6	C: 2	D: 1	E: -8.4	F: 0	G: -2	H: -51	I: 10

Next part, starting with the last four of the part before.
Field names – A = tim23-1 inh; B = TIM10 inh; C = tim10-1 inh; D = UPR XBP1 act; E = UPR CHOP act; F = NR3A LBD binder; G = APJ ag; H = Mdm2 MdmX PPI; I = NALP3 yeast inh
(7) C/C(=N\O)C1/C(=N/O)CC2C1C2(C)C (centres undefined)
  A: 10	B: 0	C: 5	D: -2	E: -1.5	F: 2	G: 6	H: -23	I: 8

(8) COc1ccc(C)cc1N(C(=O)COc1cccc(F)c1)c1nc2ccccc2s1
  A: 26	B: 22	C: 26	D: 1	E: 4.7	F: 0	G: -1	H: 8	I: 9

(9) CC(=O)c1ccc(S(=O)(=O)NCc2ccc(C(=O)NCC(c3ccccc3)N(C)C)cc2)cc1 (centres undefined)
  A: 10	B: -20	C: 6	D: 2	E: 1.1	F: -2	G: -2	H: 9	I: 2

(10) CCCc1ccc(OCc2ccc(C(=O)O)o2)c(OC)c1
  A: 0	B: 6	C: 2	D: 1	E: -8.4	F: 0	G: -2	H: -51	I: 10

(11) COCCCn1c(SCC(=O)O)nc2cc(OC)c(OC)cc2c1=N
  A: -1	B: 9	C: -4	D: -5	E: 1.2	F: -3	G: -3	H: -6	I: 6

(12) Fc1ccc(-c2csc3ncnc(Cl)c23)cc1
  A: 24	B: -15	C: 26	D: -1	E: -1.3	F: -3	G: -1	H: 35	I: 23

(13) Cc1ccc(O)c(C(=O)c2cnn(C(=O)Cc3csc(C)n3)c2)c1
  A: 59*	B: 21	C: 37	D: -2	E: -1.3	F: -2	G: 0	H: 48	I: 11

(14) O=C(Nc1ccc(F)cc1)Nc1ccc2c(c1)CCC2
  A: 12	B: -1	C: 4	D: 1	E: 6.6	F: 8	G: -5	H: -40	I: 13

(15) Cc1cccc(NC(=O)CSCC(=O)N2CCN(Cc3ccc4c(c3)OCO4)CC2)c1
  A: -55	B: -39	C: -10	D: -1	E: -0.8	F: -2	G: 7	H: 7	I: 16

(16) CCC(=O)NNc1ccc(Br)cc1
  A: -25	B: 39	C: 37	D: 1	E: -2.0	F: -3	G: -6	H: 1	I: 25

(17) CC(C)CNC(=O)c1cc2nc(C3CC3)cc(C(F)(F)F)n2n1
  A: 27	B: -18	C: 33	D: 3	E: -0.2	F: -4	G: 4	H: -26	I: -3

(18) COc1ccc(NC(=O)CN(c2ccccc2F)S(=O)(=O)c2ccc(C)cc2)cc1
  A: 7	B: -13	C: 3	D: -5	E: 3.6	F: -5	G: -2	H: 22	I: 19

(19) COc1ccc(S(=O)(=O)N2CCN(C(=O)c3cc(C)nc4ccccc34)CC2)cc1OC
  A: 0	B: 10	C: -8	D: -2	E: -1.7	F: 1	G: -4	H: -9	I: -1

(20) CCn1c(SCc2ccc(OC)c(F)c2)nc2ccccc2c1=O
  A: 13	B: -14	C: 22	D: 1	E: 3.5	F: 2	G: -3	H: 20	I: 4

(21) CCc1ccc2nc(N=C(N)N)nc(C)c2c1
  A: 0	B: 1	C: 15	D: -2	E: 1.5	F: -1	G: -4	H: 59*	I: -9

(22) COc1ccccc1NC(=O)N(Cc1cc2cc(OC)c(OC)cc2[nH]c1=O)CC1CCCO1 (centres undefined)
  A: -2	B: 7	C: 7	D: -2	E: -3.5	F: -3	G: -4	H: 22	I: -12

(23) COC(=O)Cc1csc(Nc2ccc(Cl)cc2)n1
  A: 32	B: 31	C: 25	D: 1	E: 1.5	F: 0	G: -1	H: -21	I: -15

(24) NC(=O)C1CCCN(C(=O)c2ccc(-c3cccc(Cl)c3Cl)o2)C1 (centres undefined)
  A: 14	B: 4	C: -3	D: 2	E: 4.0	F: 1	G: -1	H: -71	I: -2

(25) O=C(Nc1cccc(C(F)(F)F)c1)C1CCN(S(=O)(=O)c2ccc(N3CCCC3=O)cc2)CC1
  A: 0	B: 1	C: 12	D: -5	E: 3.8	F: 3	G: 9	H: 28	I: 13

(26) CCn1ccnc1C(O)c1cccc(OC)c1 (centres undefined)
  A: -1	B: -3	C: 13	D: -1	E: -0.4	F: -1	G: -3	H: 13	I: -6

(27) CCCCCCSc1cc(-c2nc3cnccn3c2NCc2ccccc2)ccc1OC
  A: 33	B: 23	C: 25	D: 1	E: 2.4	F: -3	G: 9	H: 25	I: -6

(28) COc1cc(Cl)c(C)cc1NC(=O)CSc1ccc(C)cc1
  A: 13	B: 3	C: 21	D: 0	E: -1.9	F: -7	G: -5	H: 4	I: 23

(29) Cc1ccc(NC(=O)COC(=O)[C@@H]2CCCN2C(=O)c2cccs2)cc1S(=O)(=O)N(C)C
  A: 9	B: -10	C: 13	D: -2	E: 1.2	F: 1	G: -2	H: 12	I: 6

(30) O=C(NCCN1CCCCC1)c1c(O)c2ccccc2[nH]c1=O
  A: -9	B: 17	C: 7	D: 0	E: -0.1	F: -2	G: 6	H: 3	I: 27

Molecules listed so far that have a COOH group:
Field names – A = tim23-1 inh; B = TIM10 inh; C = tim10-1 inh; D = UPR XBP1 act; E = UPR CHOP act; F = NR3A LBD binder; G = APJ ag; H = Mdm2 MdmX PPI; I = NALP3 yeast inh
(10) CCCc1ccc(OCc2ccc(C(=O)O)o2)c(OC)c1
  A: 0	B: 6	C: 2	D: 1	E: -8.4	F: 0	G: -2	H: -51	I: 10

(11) COCCCn1c(SCC(=O)O)nc2cc(OC)c(OC)cc2c1=N
  A: -1	B: 9	C: -4	D: -5	E: 1.2	F: -3	G: -3	H: -6	I: 6

The list continues.
Field names – A = tim23-1 inh; B = TIM10 inh; C = tim10-1 inh; D = UPR XBP1 act; E = UPR CHOP act; F = NR3A LBD binder; G = APJ ag; H = Mdm2 MdmX PPI; I = NALP3 yeast inh
(31) CC1(OC(=O)c2ccc(Cl)nc2)C(=O)C=C2C=C(c3ccsc3)OC=C2C1=O (centres undefined)
  A: 0	B: 7	C: 4	D: 1	E: -2.5	F: .	G: -2	H: 6	I: 18

(32) CNC(=O)/C(C#N)=C/c1c(F)cccc1Cl
  A: 76*	B: 59*	C: 55*	D: -2	E: 2.5	F: 0	G: 8	H: -6	I: 9

(33) CC1(C)Cc2c(c(-c3ccco3)nc3sc4c(NCCN5CCOCC5)ncnc4c23)CO1
  A: 30	B: 14	C: 37	D: 15	E: -2.1	F: 0	G: 1	H: 51*	I: 14

(34) Cc1ccc(C(=O)C(C(=O)/C=C/c2ccccc2)=C2SCCCS2)cc1
  A: 32	B: 52*	C: 37	D: 30*	E: 75*	F: 2	G: 0	H: 98*	I: 21

(35) CCOc1ccc(N2C(=O)CC(N3CCC(O)(c4ccc(Br)cc4)CC3)C2=O)cc1 (centres undefined)
  A: 24	B: 16	C: 39	D: -1	E: -2.7	F: -7	G: 0	H: 13	I: 6

(36) Cc1ccc(NC(=O)C(=O)NCCCN2CCCC2=O)cc1
  A: 6	B: 7	C: 9	D: 0	E: 1.2	F: 0	G: -2	H: -14	I: 17

(37) O=c1[nH]c(SCc2ccc(F)cc2Cl)nc2ccccc12
  A: 0	B: -8	C: 10	D: 1	E: 0.2	F: -5	G: -2	H: -28	I: 6

(38) Cc1ccc(NC(=O)CSc2nc(=O)n3cc(C)ccc3n2)c(C)c1
  A: -4	B: -7	C: -5	D: -2	E: 1.1	F: -1	G: -4	H: 22	I: 13

(39) COC(=O)c1ccc(/C=C(/NC(=O)c2ccccc2)C(=O)N2CCOCC2)cc1
  A: 10	B: -1	C: 5	D: 0	E: 0.1	F: 0	G: -1	H: 1	I: 6

(40) CCOc1ccc(C(=O)Nc2ccc(S(=O)(=O)Nc3cc(C)on3)cc2)cc1
  A: -5	B: 0	C: -3	D: -4	E: 0.1	F: -3	G: 2	H: 9	I: -4

(41) O=C(c1cccc(Cl)c1)N1CCC(=O)N(C(COCc2ccccc2)Cc2ccccc2)CC1 (centres undefined)
  A: 11	B: 4	C: 30	D: -2	E: 2.0	F: -3	G: 7	H: 27	I: 20

(42) O=C1Cc2cc(S(=O)(=O)N3CCN(c4ccccc4)CC3)ccc2N1
  A: -10	B: -3	C: -3	D: 2	E: -1.1	F: -1	G: 1	H: 16	I: -3

(43) COc1cc(CNC(C)C)c(Br)cc1OC1CCCC1
  A: 14	B: 1	C: 13	D: 1	E: -0.2	F: -2	G: 1	H: 9	I: 21

(44) Cc1noc(C)c1COc1cccc(C(=O)N2CCc3ccccc32)c1
  A: 10	B: 7	C: 13	D: -1	E: -2.1	F: -2	G: 2	H: 24	I: -9

(45) O=C(CSc1nnc(-c2ccc(Br)cc2)o1)Nc1cccc(C(=O)O)c1
  A: 10	B: -3	C: 4	D: -7	E: -1.6	F: -2	G: -8	H: 49	I: 14

(46) CC(=O)Nc1ccc(S(=O)(=O)N(C)CC(=O)OCC(=O)NCc2ccco2)cc1
  A: -12	B: 3	C: -12	D: -1	E: 0.3	F: -1	G: -5	H: 0	I: 11

Compounds were not picked by outcome; 8.2% or so of the library scored in one or more.
